Screens deposited in PubChem BioAssay by Johns Hopkins Ion Channel Center.
MrgX1 antag = blocks BAM8-22 activation of human MrgX1 receptor. Q96LB2. MRGX1-HEK293 calcium flux, Fluo-4, BAM8-22 antagonism; stronger effect = lower value. B-score at 10 µM. 1.3% of 310,000 active. AID 588676;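 active means calcium-response B-score plate-corrected more than 3 library SD below zero, starting fluorescence within 5 deviations, no agonist response on first addition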;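 further: peak minus trough fluorescence over baseline after final BAM8-22 challenge near maximal dose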
ANO1 block = mouse TMEM16A channel inhibition, primary screen. normalized B-score (activity score, 25-100; higher = stronger inhibition) at 10 µM. Q8BHY3. HEK293 TMEM16A/YFP iodide influx fluorescence, ionomycin. 1.2% of 310,000 active. AID 588511;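 active means ratio plate-corrected score three or more library SD toward inhibition, starting fluorescence score within five deviations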;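 further: score derived from kinetic fluorescence span divided by baseline fluorescence per well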
Target sequence (Q8BHY3 whole entry, looked up): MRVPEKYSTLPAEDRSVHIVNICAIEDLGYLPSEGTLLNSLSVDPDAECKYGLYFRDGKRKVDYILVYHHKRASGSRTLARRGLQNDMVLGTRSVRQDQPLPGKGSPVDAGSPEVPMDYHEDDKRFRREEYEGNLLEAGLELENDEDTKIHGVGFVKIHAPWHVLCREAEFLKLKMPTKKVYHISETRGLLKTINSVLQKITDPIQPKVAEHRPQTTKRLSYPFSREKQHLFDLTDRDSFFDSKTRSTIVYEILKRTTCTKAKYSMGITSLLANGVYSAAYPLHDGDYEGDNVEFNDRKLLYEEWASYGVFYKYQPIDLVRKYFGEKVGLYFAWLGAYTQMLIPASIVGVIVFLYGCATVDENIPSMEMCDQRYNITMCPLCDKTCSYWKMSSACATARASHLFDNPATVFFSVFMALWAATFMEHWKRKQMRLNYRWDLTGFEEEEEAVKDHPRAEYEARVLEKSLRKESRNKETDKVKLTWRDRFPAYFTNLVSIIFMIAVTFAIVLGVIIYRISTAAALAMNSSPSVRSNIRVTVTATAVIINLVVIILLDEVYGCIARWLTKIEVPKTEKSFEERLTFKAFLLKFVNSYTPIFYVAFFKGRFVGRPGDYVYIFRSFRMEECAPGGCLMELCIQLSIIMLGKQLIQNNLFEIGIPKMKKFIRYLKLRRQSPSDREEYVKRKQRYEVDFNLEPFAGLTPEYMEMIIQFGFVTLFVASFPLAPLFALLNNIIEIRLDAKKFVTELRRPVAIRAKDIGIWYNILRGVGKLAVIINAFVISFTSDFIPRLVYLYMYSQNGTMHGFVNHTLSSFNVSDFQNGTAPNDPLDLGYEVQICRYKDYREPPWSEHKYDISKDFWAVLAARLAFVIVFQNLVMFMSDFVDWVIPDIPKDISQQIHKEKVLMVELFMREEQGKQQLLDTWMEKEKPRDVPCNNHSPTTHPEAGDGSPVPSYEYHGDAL
MrgX1 allo act = human MrgX1 positive allosteric modulation, primary screen; B-score at 10 µM; Q96LB2; 0.63% of 310,000 active; MrgX1-HEK293, Fluo-4 calcium flux, FDSS; stronger effect = higher value;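 active means plate-corrected calcium response at least 3 library SD above typical, normal starting fluorescence, not activating the receptor alone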;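 further: compound read alongside a low EC10 to EC30 dose of BAM8-22 agonist; peak minus trough fluorescence over baseline measured at the second addition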
RGS4 inh = human RGS4 inhibition; B-score at 10 µM; 0.45% of 310,000 active; AID 463165; P49798; HEK293 M3R/RGS4 inducible, Fluo-4 calcium flux; stronger effect = higher value; triggered by carbachol at its EC20;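 active means B-score, a plate-corrected calcium signal, over three deviations above library mean, with baseline fluorescence within five deviations of library mean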;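 further: RGS4 expression induced by doxycycline in cells with stable M3 receptor; B-score is computed from the integrated fluorescence ratio over baseline after carbachol; higher B-score means a larger calcium signal and so more RGS4 inhibition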
TMEM16A act = mouse TMEM16A channel activation, primary screen | Q8BHY3 | HEK293 TMEM16A/YFP-H148Q/I152L, iodide quench fluorescence; stronger effect = lower value | B-score at 10 µM | 0.3% of 340,000 active;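 active means fluorescence-ratio B-score plate-corrected deviation score at least 3 library SD below zero, with starting fluorescence score within 5 deviations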;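 further: channel opened by trigger with iodide after compound preincubation; score built on the fluorescence ratio of max minus min over baseline; more negative score means more quench and so TMEM16A activation or potentiation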
TRPC6 act = activates the mouse TRPC6 cation channel; Q61143; HEK293-TRPC6 membrane potential dye fluorescence; stronger effect = higher value; B-score at 10 µM; 0.13% of 310,000 active;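 active means B-score of the integrated fluorescence ratio above library mean plus 3 SD, and starting fluorescence ratio within library mean plus 5 SD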;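 further: higher score means more depolarization so channel activation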
TRPC6 inh = blocks the mouse TRPC6 cation channel; Q61143; HEK293-TRPC6, membrane potential dye, ACh-evoked depolarization; stronger effect = lower value; B-score at 10 µM; 1.1% of 310,000 active; AID 2553;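 active means B-score under library mean minus 3 SD, initial fluorescence not abnormally high, positive integrated signal ratio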;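 further: B-score derived from integrated fluorescence ratio over the kinetic read; more negative B-score means stronger inhibition of depolarization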
TRPC4 agonist = TRPC4 (mouse) channel activation. HEK293 TRPC4beta/mu-opioid, Fluo4 calcium fluorescence; stronger effect = higher value. AID 2237. Q9QUQ5. 0.49% of 310,000 active. B-score at 10 µM;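 active means B-score above 5 SD of library B-scores, and initial fluorescence ratio not above library mean plus 5 SD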;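 further: positive B-score marks a calcium rise read as TRPC4 activation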
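Assay system – TRPC4beta and mu-opioid receptor HEK293 stable cells · Measured by – Fluo4 fluorescence, kinetic · Schedule – dye loading 45 min room temperature, 110 s kinetic read · Read-out – B-scored integrated calcium fluorescence ratio · Controls – buffer and maximal DAMGO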
MrgX1 ag = activates human MrgX1 receptor signaling. Q96LB2. MrgX1-HEK293 cells, Fluo-4 calcium fluorescence, agonist mode; stronger effect = higher value. B-score at 10 µM. 0.44% of 310,000 active;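 active means calcium response B-score plate-corrected fluorescence ratio at least 3 library SD, with starting fluorescence B-score inside 5 SD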
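Test system: HEK293 cells stably expressing human MrgX1 receptor; Input: fifteen thousand cells per well; Dosing: compound delivered in addition one of three; Schedule: overnight seeding, then 1 h dark dye loading; Technique: Fluo-4 NW calcium fluorescence; Measure: B-scored fluorescence response ratio; Controls: positive and negative controls per plate.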
TRPC4 potent = allosterically enhances the mouse TRPC4 cation channel; Q9QUQ5; HEK293 TRPC4beta/mu-opioid, DAMGO EC20, Fluo-4 Ca2+ flux; stronger effect = higher value; B-score at 10 µM; 0.42% of 310,000 active;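 active means B-score of calcium response area above 5 SD of library B-scores, with initial fluorescence ratio within 5 SD of library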;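 further: B-score of integrated fluorescence ratio over time as area under calcium response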
TRPC4 block = inhibitors of mouse TRPC4 channel | Q9QUQ5 | HEK293 TRPC4beta/mu-opioid, DAMGO-evoked Fluo4 calcium flux; stronger effect = lower value | B-score at 10 µM | 0.39% of 300,000 active;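 active means B-score over 3 SD under the library average, no early fluorescence shift, positive overall ratio signal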
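material = TRPC4beta/mu-opioid receptor HEK293 cell line | probe or stimulus = sequential submaximal and maximal DAMGO stimulation | compound dosing = one concentration per compound | measured by = Fluo4 Ca2+ flux fluorescence | evaluation = integrated fluorescence ratio relative to baseline, converted to per-well B score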
* = called active by the depositor; i = inactive; x = not tested or not shown.

SMILES	MrgX1 antag	ANO1 block	MrgX1 allo act	RGS4 inh	TMEM16A act	TRPC6 act	TRPC6 inh	TRPC4 agonist	MrgX1 ag	TRPC4 potent	TRPC4 block
CCN1C(=O)C2C(C1=O)N1C(c3cccs3)C3C(=O)N(CC)C(=O)C3N1C2c1cccs1 (configuration not stated)	i	i	i	i	i	i	i	i	i	i	x
Cc1cccc(C2c3[nH]c4ccccc4c3CCN2C(=O)c2cc(CC(C)C)nc(C)n2)n1 (configuration not stated)	i	i	i	i	i	i	i	i	i	i	i
CC(C)CC(=O)Nc1cc2nn(-c3ccccc3)nc2cc1Cl	i	i	i	i	i	i	i	i	i	i	i
NC1=NC[C@H](c2ccccc2)N1CCc1cc(C(F)(F)F)cc(C(F)(F)F)c1	i	i	i	i	i	i	i	i	i	i	i
Cc1ccc(/C=C2\Oc3cc(OCC(=O)NN)ccc3C2=O)o1	i	i	i	i	i	i	i	i	i	i	i
COc1ccc2oc(=O)c(C(=O)N3CCN(c4ccc(F)cc4)CC3)cc2c1	i	i	i	i	i	i	i	i	i	i	i
NC(=O)CC1C(=O)N(c2ccc(Cl)cc2)C(=S)N1NC(=O)c1cccc(F)c1 (configuration not stated)	i	i	i	i	i	i	i	i	i	i	i
O=C(CN1C(=O)c2cccc3cccc1c23)Nc1ccccc1	i	i	i	i	i	i	i	i	i	i	i
Cc1ccc(C(=O)Nc2ccccc2)cc1S(=O)(=O)Nc1ccc(Cl)cn1	i	i	i	i	i	i	i	i	i	i	i
COCCn1c(=NC(=O)c2ccc3c(c2)OCO3)c(C#N)cc2c(=O)n3cccc(C)c3nc21	x	x	x	i	x	i	i	i	x	i	i
CCn1c(=O)c(C(=O)Nc2ccsc2C(=O)OC)c(O)c2ccccc21	i	i	i	i	x	i	i	i	i	i	i
COc1ccccc1NC(=O)NC1(C(=O)N2CCN(C)CC2)CCCCC1	i	i	i	i	i	i	i	i	i	i	i
O=C(Oc1ccc(Br)cc1C(=S)N1CCOCC1)c1ccc(F)cc1	i	i	i	i	i	i	i	i	i	i	i
CC(=O)Nc1ccccc1C(=O)C(=O)Nc1cccc(C(=O)NCc2ccc(C)cc2)c1	i	i	i	i	x	i	i	i	i	i	i
COc1cc(NC(=S)NCCc2ccccc2)c(OC)cc1NC(=O)C(C)C	i	i	i	i	i	i	i	i	i	i	i
COc1ccc2c(c1)c(CC(=O)OCC(=O)N(C)C)c(C)n2C(=O)c1ccc(Cl)cc1	i	i	i	i	i	i	i	i	i	i	i
CN(CC(=O)Nc1ccccc1Cl)C(=O)COC(=O)c1ccccc1[N+](=O)[O-]	i	i	i	i	i	i	i	i	i	i	i
CC1=C(C#N)C(c2ccc(O)cc2)C2=C(CC(C)(C)CC2=O)N1 (configuration not stated)	i	i	i	i	i	i	i	i	i	i	i
O=C1COc2ccc(C(=O)COc3ccc(Cl)cc3Br)cc2N1	i	i	i	i	i	i	i	i	i	i	i
Cc1cc(=O)n(C)c(=O)n1CCCCCN1CCCC1	i	i	i	i	i	i	i	i	i	i	i
CCCOCC1CC(CCc2nc(=S)[nH][nH]2)C(=O)O1 (configuration not stated)	-5.3*	i	i	i	i	i	i	i	i	i	i
Cc1ccc(SCC(=O)Nc2cc([N+](=O)[O-])ccc2O)cc1	i	25*	i	i	i	i	i	i	i	i	i
O=C(O)Cc1sc(NCc2ccco2)nc1-c1ccccc1	i	i	i	i	i	i	i	i	i	i	i
CC(=O)c1cccc(NC(=O)CN(c2ccccc2F)S(C)(=O)=O)c1	i	i	i	i	i	i	i	i	i	i	i
C=CCOc1cccc(NC(=O)c2ccccc2SC)c1	i	i	i	i	i	i	i	i	i	i	i
COc1cccc(/C=C/C(=O)OCCN2C(=O)c3ccccc3C2=O)c1	i	i	i	i	i	i	i	i	i	i	i
Cc1oc2c(C)c3oc(=O)c4c(c3cc2c1C)CCCC4	i	i	i	i	i	i	i	i	i	i	i
COc1cc(COc2ccc3c(C)c(Cc4ccccc4)c(=O)oc3c2C)cc(OC)c1OC	i	i	i	i	i	i	i	i	i	i	i
COc1ccc(NC(=O)C2C3C=CC(O3)C2C(=O)O)cc1 (configuration not stated)	i	i	i	i	i	i	i	i	i	i	i
COc1ccc(C(=O)N(CC2CCCO2)C(C(=O)NCCC(C)C)c2ccc(C)cc2)cc1OC (configuration not stated)	i	i	i	i	i	i	i	i	i	i	i
CCOC(=O)C1CCN(C(=O)CCc2ccc(S(=O)(=O)NCC(C)C)cc2)CC1	i	i	i	i	i	i	i	i	i	i	i
CCC(NC(=O)c1ccccc1NC(=O)c1ccccc1)C(=O)NNC(=O)CSc1nc2ccccc2o1 (configuration not stated)	i	i	i	i	i	i	i	i	i	i	i
COc1ccc(C(O)c2nccn2Cc2ccccc2)cc1OC (configuration not stated)	i	i	i	i	i	i	i	i	i	i	i
CCc1ccc(CCC(=O)Nc2ncc(Cc3ccccc3Cl)s2)o1	i	i	i	i	i	i	i	i	i	i	i
CCc1nnc(NC(=O)CCCSc2nc3ccccc3[nH]2)s1	i	i	i	i	i	i	i	i	i	i	i
CC(=O)c1cccc(CN2CCC(n3nccc3NC(=O)CCCc3ccccc3)CC2)c1	i	i	i	i	i	i	i	i	i	i	i
Cc1ccc2oc(-c3cccc(NC(=O)c4ccccn4)c3)nc2c1	i	i	i	i	i	i	i	i	i	i	i
CCc1ccc(/C=N\NC(=O)c2ccc(Br)o2)s1	-4.9*	i	i	i	i	i	i	i	i	i	i
COCCN(CC(=O)NCC1CCCO1)C(=O)CCC(=O)Nc1cc(C)on1 (configuration not stated)	i	i	i	i	i	i	i	i	i	i	i
CN1CCN(c2ccc(NC(=O)c3ccc4c(c3)OCO4)cc2)CC1	i	i	i	i	i	i	i	i	i	i	i
CCC(CC)NC(=O)COC(=O)c1ccc(OCc2ccc(C(C)=O)cc2OC)c(OC)c1	i	i	i	i	i	i	i	i	i	i	i
Cc1cc(C)cc(NC(=O)COC(=O)[C@@H](NC(=O)c2ccco2)C(C)C)c1	i	i	i	i	i	i	i	i	i	i	i
Clc1ccccc1-c1ncc2ccccn12	i	i	i	i	i	i	i	i	i	i	i
CCOC(=O)c1sc(=S)n(C)c1NC(=O)c1ccc(C(C)(C)C)cc1	i	25*	i	i	i	i	i	i	i	i	i
NC(=O)CC1C(=O)N(c2ccc(F)cc2)C(=O)N1NC(=O)CCc1ccccc1 (configuration not stated)	i	i	i	i	i	i	i	i	i	i	i
CSc1cc(C)n(-c2ccc(Cl)cc2)c(=S)c1C(C)=O	i	i	i	i	i	i	i	i	i	i	i
COc1ccccc1C(=O)NNC(=O)Cc1ccccc1	i	i	i	i	i	i	i	i	i	i	i
Cc1cc(S(=O)(=O)NC2CCN(Cc3ccccc3)CC2)c(C)cc1Cl	i	i	i	i	i	i	i	i	i	20*	i
C=CCn1c(SCc2ccc(C#N)cc2)nnc1-c1cccc(OC)c1	i	i	i	i	i	i	i	i	i	i	i
O=C(CSc1ccc2nnc(-c3ccncc3)n2n1)NCC1CCCO1 (configuration not stated)	i	i	i	i	i	i	i	i	i	i	i
O=C(O)c1cccc(Nc2nc(-c3ccccc3)nc3ccccc23)c1	i	i	i	i	i	i	i	i	i	i	i
CCOC(=O)/C(C#N)=C/c1ccc(N2CCN(Cc3ccccc3)CC2)cc1	i	i	i	i	i	i	i	i	i	i	i
COc1cc(C(=O)Oc2cccc(C(=S)N3CCOCC3)c2)cc(OC)c1OC	i	i	i	i	i	i	i	i	i	i	i
CC(Sc1nc(-c2ccccc2)cc(C(F)(F)F)n1)C(=O)N1CCCC1 (configuration not stated)	i	i	i	i	i	i	i	i	i	i	i
CN1C(=O)CC(c2ccccc2)C1=O (configuration not stated)	i	i	i	x	i	x	x	x	i	x	x
CCOc1cc(NC(=S)NCCCN2CCOCC2)c(OCC)cc1NC(=O)c1ccc(C)cc1	i	i	i	i	i	i	i	i	i	i	i
O=C(O)CSCNC(=O)CC12CC3CC(CC(C3)C1)C2	i	i	i	i	i	i	i	i	i	i	i
CSc1nc(-c2ccco2)nn1C(=O)c1ccccc1	i	i	i	i	i	i	i	i	i	i	i
COCC(C)n1c(C)cc(C(=O)CSc2nc(C)c(C)c(C)n2)c1C (configuration not stated)	i	i	i	i	i	i	i	i	i	i	i
Nc1ccc(S(=O)(=O)Nc2ccc(Cl)nn2)cc1	i	i	i	i	i	i	i	i	i	i	i

Further entries follow.
SMILES	MrgX1 antag	ANO1 block	MrgX1 allo act	RGS4 inh	TMEM16A act	TRPC6 act	TRPC6 inh	TRPC4 agonist	MrgX1 ag	TRPC4 potent	TRPC4 block
O=C(NC1CCCC1)C(c1cccnc1)N(C(=O)c1ccco1)c1cccc(F)c1 (configuration not stated)	i	i	i	i	i	i	i	i	i	i	i
CCOc1ccc(C(=O)Nc2cc(NC(=O)c3ccc(OCC)c(Cl)c3)cc(C(=O)O)c2)cc1Cl	x	x	x	i	i	i	i	i	x	i	i
Cc1ccc(-c2ccc(=O)n(CC(=O)NCCN3C(C)CCCC3C)n2)cc1 (configuration not stated)	i	i	i	i	i	i	i	i	i	i	i
CNc1nnc(-c2cc3ccccc3oc2=O)s1	i	i	i	i	i	i	i	i	i	i	i
O=C(O)C(F)(F)C(NCc1ccccc1)c1ccccc1 (configuration not stated)	i	i	i	i	i	i	i	i	i	i	i
O=C(CCNS(=O)(=O)c1cccs1)Nc1ccccc1F	i	i	i	i	i	i	i	i	i	i	i
Cc1cc(C)n2c(Br)c(CN3CCCC(C)C3)nc2n1 (configuration not stated)	i	i	i	i	i	i	i	i	i	i	i
O=C1CCc2cc(S(=O)(=O)N3CCN(c4ccccc4)CC3)cc3c2N1CCC3	i	i	i	i	i	i	i	i	i	i	i
COCCCNC(=O)c1ccc2c(c1)OCO2	i	i	i	i	x	i	i	i	i	i	i
